Screening results: PubChem BioAssay, National Center for Advancing Translational Sciences (NCATS)
S-ASM inh = inhibitors of human secretory acid sphingomyelinase. Potency, µM (doses to about 57.5 µM), for the others: at the highest dose activity change, negative = inhibition, usual class: inhibitors. AID 504937. placental ASM, HMU-PC fluorogenic substrate, 60 min. 0.006% of 340,000 active; also: potency is read from the fitted curve at half-maximal effect
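Fluorescence read-out (Ex 386 nm, Em 447 nm) after stopping the reaction at pH 10. Enzyme: ASM from human placenta; substrate HMU-PC0, 9 uM final; 60 min, 37 °C. Compound preincubation 10 min, ambient temperature.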
Giardia killer = Giardia lamblia killing; activity change, % at 7.66 µM, hits read low; Giardia lamblia trophozoite viability; AID 540267; 0.15% of 340,000 active; in the data active = activity change below about -80%; inconclusive = between about -30% and that limit;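 also: parasites exposed to compound for two days anaerobically before the ATP read; % is scaled to controls: 0 for no effect and ±100 for the full control effect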
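Giardia lamblia trophozoites (100 cells/well) were incubated with compounds for 48 h at 37 deg C under anaerobic conditions. Viability was read as ATP content by one-step luminescence after 15-30 min at room temperature.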
PTAP TSG101 blk = blocks PTAP/TSG101 interaction to inhibit HIV-1 budding; Potency, µM (titrated, usually from 115 µM), inactives show at the highest dose activity change, negative = inhibition, most hits filed as inhibitors; Q99816; 340,000 tested, under 10 active; Fluorescence polarization, FITC-PTAP peptide / Tsg101 binding; active = well fitted inhibition curve with a large enough effect in the main read-out, with a control signal flat, not every such curve was filed as active; inconclusive = small, poorly fitted or top-dose-only effect, or effect the other way, or a change in a side signal; inactive = no such curve, though single readings can be large or run the other way; also: potency is read from the fitted curve at half-maximal effect; % of control where 0% means no effect
Target sequence (Q99816 whole entry, looked up): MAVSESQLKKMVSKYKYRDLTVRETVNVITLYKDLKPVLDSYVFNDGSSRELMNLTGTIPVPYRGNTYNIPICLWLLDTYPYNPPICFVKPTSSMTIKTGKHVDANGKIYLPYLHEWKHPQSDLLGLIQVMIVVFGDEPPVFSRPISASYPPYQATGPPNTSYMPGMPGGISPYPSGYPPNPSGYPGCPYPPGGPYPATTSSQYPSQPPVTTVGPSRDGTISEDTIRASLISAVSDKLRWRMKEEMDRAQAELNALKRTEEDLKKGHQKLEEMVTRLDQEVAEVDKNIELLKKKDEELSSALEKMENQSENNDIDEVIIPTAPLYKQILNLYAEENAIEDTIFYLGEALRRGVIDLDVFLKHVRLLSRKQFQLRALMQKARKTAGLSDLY
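FP read-out: FITC-PTAP peptide, 50 nM final, binding Tsg101 binding domain, 10 uM final; 20 min, r.t.; 10 mM HEPES pH 7.5, 0.15 M NaCl, 0.01% Tween 20, 3 mM EDTA, 0.1 mM TCEP.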
Tb PFK block = T. brucei PFK enzyme inhibition. T. brucei PFK, ADP-Glo luminescence. Potency, µM (doses to about 57.5 µM), inactives show top-dose activity, negative = inhibition, hits mostly inhibitors. 0.17% of 330,000 active. AID 485367;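 also: potency is read from the fitted curve at half-maximal effect; 0% = uninhibited 1x PFK enzyme wells and -100% = no-enzyme wells; nearly all actives have a fitted effect of over 60% in size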
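Activity is normalized to no-enzyme wells (full inhibition) and 1.25 nM enzyme wells (no inhibition). Reaction: 0.5 mM F6P, 0.1 mM ATP, 45 min RT, ADP-Glo luminescence; concentration-response curves fitted and classed by quality.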
B2AR arrestin = beta2AR (human) beta-arrestin recruitment activity. Potency, µM (top dose mostly 46.1 µM), for inactives: at the highest dose activation, hits mostly activators. 0.02% of 330,000 active. beta-arrestin recruitment to beta2AR, cell-based reporter. P07550;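 also: potency is read from the fitted curve at half-maximal effect; 0% = DMSO controls and full agonism = EC100 isoproterenol or metaproterenol; nearly all actives have a fitted effect of over 65% in size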
PKM2 act = activators of human pyruvate kinase M2. P14618. purified PKM2, Kinase-Glo ATP luminescence, activation; response scale: 0% is enzyme alone, no compound. Potency, µM (top dose mostly 57.5 µM), inactives show top-dose activation, usual class: activators. 0.34% of 260,000 active. AID 1631; also: potency is read from the fitted curve at half-maximal effect; % is scaled to controls: 0 for no effect and ±100 for the full control effect; nearly all actives have a fitted effect of over 55% in size
Target sequence (P14618 whole entry, looked up): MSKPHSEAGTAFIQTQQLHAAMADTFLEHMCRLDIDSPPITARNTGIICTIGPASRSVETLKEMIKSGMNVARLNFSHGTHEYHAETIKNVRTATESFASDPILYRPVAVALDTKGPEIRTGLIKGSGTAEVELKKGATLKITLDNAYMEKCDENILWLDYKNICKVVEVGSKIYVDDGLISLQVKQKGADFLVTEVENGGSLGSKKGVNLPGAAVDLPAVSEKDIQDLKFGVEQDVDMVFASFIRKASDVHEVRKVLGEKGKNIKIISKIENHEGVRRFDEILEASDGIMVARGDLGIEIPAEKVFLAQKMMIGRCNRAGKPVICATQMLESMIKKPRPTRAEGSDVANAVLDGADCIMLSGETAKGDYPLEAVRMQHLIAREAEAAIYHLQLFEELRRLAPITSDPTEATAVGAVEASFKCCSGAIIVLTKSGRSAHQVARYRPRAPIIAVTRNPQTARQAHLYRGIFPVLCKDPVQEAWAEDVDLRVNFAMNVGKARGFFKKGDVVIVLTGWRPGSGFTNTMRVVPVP
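ATP formation by purified human PK-M2, quantified via coupled luciferase luminescence after 1 h at room temperature with 0.1 mM ADP and 0.5 mM PEP final.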
BCR signal inh = inhibitors of chronic active B-cell receptor signaling. AID 493014. 0.05% of 340,000 active. Potency, µM (series often up to 46.1 µM), for inactives: top-dose ratio change, negative = lower green/red ratio, hits mostly inhibitors. ABC-DLBCL IkBa-CBG/CBR reporter, luminescence ratio, 4 h; active = well fitted inhibition curve with a large enough effect in the signal ratio, with a control signal flat, not every such curve was filed as active; inconclusive = small, poorly fitted or top-dose-only effect, or effect the other way, or a change in a side signal; the % refers to the signal ratio;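 also: potency is read from the fitted curve at half-maximal effect; plate controls were basal doxycycline-induced cells for no effect and cells given 10 µM MG132 for full effect; MG132 reads +100%, hits lower the ratio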
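Concentration-response series (up to 46 uM) were applied to TMD8 dual-reporter cells for 4 h at 37C with doxycycline. Green/red ratio, after filter-overlap correction, defined %Activity; red signal alone was normalised to basal cells and zero luminescence.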
a7 integrin act = activates integrin-mediated alleviation for muscular dystrophy | 0.064% of 350,000 active | Potency, µM (highest dose often 38.3 µM), for the others: top-dose activation, hits mostly activators | alpha7betagal myoblasts, beta-gal FDG fluorescence, 48 h;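 also: potency is read from the fitted curve at half-maximal effect; 100% = response of the positive control SU9516; nearly all actives have a fitted effect of over 60% in size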
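Alpha7betagal+/- myoblasts (passage 13) were plated 16-24 hr, then exposed to compounds (1:260 dilution of DMSO stock) for 48 hours at 37C. After MPER lysis, β-galactosidase reporter activity was read as FDG fluorescence (ex 480/em 540) after 30 minutes.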
Coupling enz = coupling enzyme interference in Giardia aldolase counter-screen | coupling enzyme system counterscreen, AmpLite Red fluorescence | activity change, negative = inhibition, % at 58.2 µM, hits read low | 0.67% of 290,000 active; in the data active = activity change below about -30%; also: % is scaled to controls: 0 for no effect and ±100 for the full control effect
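Coupling enzymes only (glyceraldehyde-3-phosphate) + compound, at 57.5 uM final, 10 min RT; add substrate/coupling/AmpLite Red mix, 20 min RT; fluorescence ex 525/em 598 nm. Actives flag coupling-system interference.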
GALK inhibitor = galactokinase (human) inhibition; Purified GALK, Kinase-Glo residual ATP luminescence; Potency, µM (titrated, usually from 57.5 µM), inactives show top-dose activity change, negative = inhibition, most hits filed as inhibitors; P51570; AID 1868; 0.007% of 270,000 active; also: potency is read from the fitted curve at half-maximal effect; % is scaled to controls: 0 for no effect and ±100 for the full control effect
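Galactose (100 uM) and ATP (35 uM) were turned over by 5 nM GALK for 1 h at RT. Kinase-Glo Plus then converted the remaining ATP into a luminescent signal.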
Menin-MLL TR inh = inhibitors of human menin-MLL interaction, mutant MLL peptide; Potency, µM (top dose mostly 61.6 µM), inactives show at the highest dose FP activity change, negative = inhibition, usual class: inhibitors; 0.23% of 270,000 active; Menin + Texas Red MLL mutant peptide, fluorescence polarization; active = well fitted inhibition curve with a large enough effect in the polarisation, with a control signal flat, not every such curve was filed as active; inconclusive = small, poorly fitted or top-dose-only effect, or effect the other way, or a change in a side signal; inactive = no such curve, though single readings can be large or run the other way; the % refers to the polarisation; also: potency is read from the fitted curve at half-maximal effect; % of control where 0% means no effect; many of its hits are not listed in these tables
* hit, by the source's call; ? = inconclusive; nt = no result given; & = joins results of further samples; [ ] = another dose, or the depositor's remark. Unless noted, calls follow the shape of the dose curve; as a rule, active = well fitted curve in the direction sought with a large enough effect; inconclusive = small, poorly fitted or top-dose-only effect, or another doubt; inactive = no such curve, though single readings can be large; an effect the other way counts as inactive or inconclusive. The list is partial, so the mix of outcomes need not match the whole.

mol	GALK inhibitor	Coupling enz	Menin-MLL TR inh	Tb PFK block	PTAP TSG101 blk	a7 integrin act	BCR signal inh	S-ASM inh	B2AR arrestin	Giardia killer	PKM2 act
CN1CCN(c2ccccc2NC(=O)c2ccc(-c3ccc(Br)cc3)o2)CC1	1%	nt	nt	4%	-2%	2%	-8%	-3%	-0.3%	4	-1%
C#CCOCCOCCOCCNc1nc(N2CCN(C(=O)Cn3cc(CCCCN)nn3)CC2)nc(N2CCN(C(=O)[C@H]([C@@H](C)CC)n3cc(CCCN=C(N)N)nn3)CC2)n1	nt	nt	nt	0%	-1%	9%	1%	6%	0.4%	-4	nt
CC(=O)Nc1ccc(S(=O)(=O)Nc2ccc(NC(=O)c3ccco3)cc2)cc1	1%	6	-6%	1%	-3%	18%	3%	1%	-1.0%	-6	-5%
CC(CC(=O)NCc1ccccc1)C1CCCO1 (stereo not drawn)	2%	2	6%	10%	-4%	-22%	-5%	0%	0.3%	2	11%
CSCCC(NC(=O)c1ccccc1Cl)C(=O)N1CC(C)OC(C)C1 (stereo not drawn)	nt	nt	nt	-10%	1%	13%	8%	2%	-0.3%	-16	nt
COc1cc(OC)nc(Oc2cccc(C(F)(F)F)c2)n1	-2%	0	0%	1%	-2%	12%	2%	2%	-0.4%	-7	nt
Cn1ncc(Cl)c1C(=O)N/N=C/c1cccc(OC2CSC2)c1	nt	-40*	11%	-4%	-1%	-14%	-19%	-2%	-0.1%	-7	0%
CCOC(=O)C1=C(N)OC2=C(C(=O)CCC2)C1c1ccccc1OCC (stereo not drawn)	0%	0	-1%	2%	2%	1%	?	-1%	-0.1%	4	1%
Cc1ccc(NC(=O)CN2C(=O)C3CC=C(Cl)CC3C2=O)cc1 (stereo not drawn)	1%	1	8%	-5%	-2%	30%	9%	1%	-0.1%	-17	-6%
O=C(c1ccc(F)cc1)N1CCC(C(=O)N2CCN(c3ncccn3)CC2)CC1	nt	nt	nt	4%	1%	17%	0%	-2%	-0.3%	3	nt
Nc1nc(-c2ccc3c(c2)OCCO3)c(CC(=O)O)s1	6%	4	9%	-3%	2%	2%	0%	9%	-0.3%	10	0%[11.5 µM]
COc1ccccc1NC(=O)COc1ccc(-c2nn(C)c(=O)c3ccccc23)cc1	5%	1	nt	3%	0%	14%	?	-3%	0.3%	-10	nt
Cc1cc(C)c(S(=O)(=O)c2ccccc2)c(OC(=O)c2cc(F)c(F)cc2Cl)n1	-2%	0	21%	4%	1%	-8%	-4%	-3%	-0.1%	-12	0%
Fc1ccc(NCc2nnc(SCc3nnc(-c4ccccc4)o3)n2Cc2ccccc2)cc1	0%	-2	-10%	1%	-23%	-28%	?	-5%	0.4%	8	2%
CN(C)c1nc(C(F)(F)F)cc(=O)[nH]1	0%	-4	4%	3%	2%	-16%	?	5%	0.3%	-5	-2%
Cc1ccc(C2(CC(=O)O)CCOC(C)(C)C2)cc1 (stereo not drawn)	-1%	1	7%	-11%	-3%	12%	-2%	2%	-0.4%	11	0%
C=CC[C@@H](Cc1ccc(F)cc1)C(=O)OC[C@@H]1CCCN1C(=O)[C@H](CC=C)CC(=O)N[C@H](CO)Cc1ccccc1	nt	nt	nt	2%	nt	-33%	?	-4%	0.5%	5	nt
CCOC(=O)C1=C(C)NC(=S)NC1C (stereo not drawn)	-7%	-2	1%	2%	2%	5%	?	1%	0.3%	5	-4%
COCc1[nH]nc2c1C(c1cccc(OC)c1)C(C#N)=C(N)O2 (stereo not drawn)	2%	1	2%	0%	-1%	-8%	?	2%	2.7%	-2	-14%
COc1ccc(S(=O)(=O)N[C@H](C(=O)N2CC[C@@]3(O)CCCC[C@H]3C2)c2ccccc2)cc1	-3%	-3	0%	-3%	-1%	13%	2%	2%	-0.1%	-19	-9%
COc1ccc(-c2c(C)nn3c(N4CCN(Cc5ccccc5)CC4)cc(C)nc23)cc1OC	2%	2	1%	-2%	-2%	-18%	?	0%	-0.1%	3	-8%
CCCC[C@@H]1CCCO[C@@](C(=O)NCc2cc(C)n(C)n2)(C(F)(F)F)C1	nt	0	-22%	nt	-2%	35%	nt	3%	nt	2&1	nt
CC(C)C[C@H](NC(=O)c1cc2cc(Cl)ccc2n1C)C(=O)N1CCC[C@H]1C(=O)O	nt	2	?	2%	0%	32%	-5%	5%	-1.2%	0	0%
O=C(c1ccccc1)c1nc2ccccc2n(CCCn2c(=O)c(C(=O)c3ccccc3)nc3ccccc32)c1=O	-3%	-1	40%[activator]	5%	-4%	-15%	7%	-5%	-0.3%	8	2%
Cn1c(SCC(=O)NC2CC2)nnc1-c1ccccc1	-1%	nt	nt	0%	-3%	-17%	-1%	4%	-0.6%	20	-8%
COc1ccc(S(=O)(=O)N(CC(=O)Nc2ccc(S(=O)(=O)N3CCOCC3)cc2)c2ccccc2)cc1	-1%	3	-1%	-3%	-6%	11%	-9%	-1%	8.0%	-11	6%
CCNC(=S)N1CCN(c2nc(-c3ccc(F)cc3)cs2)CC1	-2%	2	28%	3%	-5%	0%	2%	-6%	-1.0%	-24	-5%
CC(C)(C)C(=O)Nc1nnc(Cc2ccccc2)s1	-1%	0	18%	0%	-2%	2%[7.66 µM]	1%	6%	-1.1%	-20	-24%
COc1ccc(-n2cnnc2SCC(=O)N2CCN(S(=O)(=O)c3ccccc3)CC2)cc1	-1%	3	-2%	-2%	0%	-12%	16%	-1%	0.1%	-12	-10%
NS(=O)(=O)c1ccc(N/N=C/c2ccccc2C(=O)O)c([N+](=O)[O-])c1	0%	6	?	22%	-6%	7%	2%	-2%	-0.2%	3	3%
COc1ccc(N2CCN(C(=O)CSc3nnc(CNc4ccccc4)o3)CC2)cc1	1%	1	-8%	?	-5%	?	-1%	1%	-0.2%	7	4%
N#Cc1ccccc1S(=O)(=O)N1CCN(CC(O)COc2ccccc2F)CC1 (stereo not drawn)	3%	1	-13%	-8%	-5%	10%	-1%	-3%	-0.7%	3	nt
O=C(O)CC/C(=N\NC(=O)c1ccccc1)c1cccs1	4%	1	2%	0%	0%	12%	?	3%	-0.2%	-18	-1%
Fc1ccccc1/C=N/Nc1ncnc2nc[nH]c12	nt	0	12%	-8%	3%	-21%	-16%	4%	0.0%	-7	-6%
CCSc1nc(N)c(C#N)c(-c2ccco2)c1C#N	-1%	4	?	-4%	-1%	?	-1%	16%	-1.6%	20	10%
CC(=O)c1sccc1NC(=O)CC(C)(C)CC(=O)O	nt	5	nt	1%	-3%	2%	?	-2%	-0.8%	3	2%
Cc1ccc(S(=O)(=O)N[C@H](C(=O)OCC(=O)NC(=O)NCc2ccco2)C(C)C)cc1	nt	nt	nt	-4%	-9%	-4%	-17%	0%	-0.8%	-18	nt
Cc1[nH]c(=O)[nH]c(=O)c1S(=O)(=O)N1CCC(C(=O)NC(C)c2ccccc2)CC1 (stereo not drawn)	nt	2	2%	8%	0%	11%	4%	0%	-0.2%	-5	-7%
COc1ccc(C(=O)O/N=C2\CCS(=O)(=O)c3sccc32)cc1	7%	1	12%	0%	0%	13%	9%	-5%	-0.9%	7	-7%
CN(CC(=O)Nc1ccccc1Cl)C(=O)COC(=O)c1ccccc1[N+](=O)[O-]	nt	nt	nt	-7%	1%	10%	?	0%	0.0%	23	nt
CNc1nc(OC)nc(N(C#N)CN2C(=O)c3ccccc3S2(=O)=O)n1	10%	-5	3%	0%	-2%	3%	0%	2%	0.0%	-2	0%
O=C(c1ccc2nc(Cc3ccccc3F)oc2c1)N1CCCC1	-4%	nt	nt	0%	-1%	-31%	5%	2%	-0.5%	0	?
COCCNC(=O)C(c1ccc(Cl)cc1)N(Cc1ccco1)C(=O)CCC(=O)Nc1ccccn1 (stereo not drawn)	-1%	2	-5%	1%	-6%	0%	-5%	-2%	-0.4%	-8	1%
CCOC(=O)N1CCc2c(sc3c2c(=O)n(-c2ccc(CC)cc2)c(=O)n3CC(=O)NCC2CCCO2)C1 (stereo not drawn)	-7%	nt	nt	2%	-5%	15%	9%	-7%	-0.3%	-2	nt
O=C(N/N=C/c1cccnc1)c1ccc(O)cc1	-1%	-1	-25%	4%	-11%	4%	?	0%	0.1%	-12	nt
